Screening data deposited in PubChem BioAssay by National Center for Advancing Translational Sciences (NCATS).
EPAC1 antag – qHTS for Antagonist of cAMP-regulated guanine nucleotide exchange factor 3 (EPAC1): primary screen. EPAC1 GEF assay, Rap1b-BODIPY-GDP exchange fluorescence. Potency, µM (highest dose often 115 µM), inactives show at the highest dose activity change, negative = inhibition, actives largely listed as inhibitors. AID 720709, 2013. 360,000 tested, 0.14% active;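 further: potency means the concentration at half of the fitted maximal effect; plate controls were vehicle for no effect and positive control for full effect; nearly all actives have a fitted effect of over 50% in size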
PI5P4K alpha inh – qHTS for Inhibitors of phosphatidylinositol 5-phosphate 4-kinase (PI5P4K) | AID 652105, 2013 | Phosphatidylinositol 5-phosphate 4-kinase type-2 alpha (Homo sapiens), P48426 | PI5P4Kalpha enzyme, ADP-Glo luminescence, 60 min; stronger effect = lower value | 330,000 tested, 1.2% active | max response, %; active means max response of -50% or lower; inconclusive means between -30% and -50%; inactive means -30% or higher; further: value at the top dose of about 77 µM; on the % scale 0 is the no-effect control and ±100 the full control effect
Target sequence (P48426 whole entry, looked up): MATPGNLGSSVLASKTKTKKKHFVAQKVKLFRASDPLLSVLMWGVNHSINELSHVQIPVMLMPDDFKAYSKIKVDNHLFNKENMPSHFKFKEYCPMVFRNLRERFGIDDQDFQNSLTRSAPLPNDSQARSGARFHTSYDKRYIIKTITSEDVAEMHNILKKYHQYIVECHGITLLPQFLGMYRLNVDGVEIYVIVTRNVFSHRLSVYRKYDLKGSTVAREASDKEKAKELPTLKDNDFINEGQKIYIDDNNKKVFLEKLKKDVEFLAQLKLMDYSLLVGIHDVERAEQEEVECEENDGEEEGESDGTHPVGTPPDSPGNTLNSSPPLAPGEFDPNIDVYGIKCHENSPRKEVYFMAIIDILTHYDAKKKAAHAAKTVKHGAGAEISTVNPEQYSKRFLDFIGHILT
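Human PI5P4Kalpha with substrate in 0.038 M HEPES pH 7.4, 0.28 mM EGTA, 0.1% CHAPS, 5% DMSO; reaction started with 5 microM ATP (final), 60 min at room temperature. ADP formed read by ADP-Glo luminescence.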
WRN inhibitor – qHTS for Inhibitors of WRN Helicase | Potency, µM (titrated, usually from 114 µM), inactives show at the highest dose activity change, negative = inhibition, hits mostly inhibitors | AID 651768, 2012 | 360,000 tested, 0.46% active | WRN helicase unwinding, fluorescent forked duplex, kinetic | Bifunctional 3'-5' exonuclease/ATP-dependent helicase WRN (Homo sapiens), Q14191; further: potency means the concentration at half of the fitted maximal effect; on the % scale 0 is the no-effect control and ±100 the full control effect; nearly all actives have a fitted effect of over 55% in size
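WRN at 20 nM final was preincubated with compound for 15 min at room temperature; reaction started with 100 nM forked duplex oligonucleotide carrying fluorophore and quencher plus 2 mM ATP (final). Unwinding followed kinetically by red fluorescence (ex 525/em 598 nm).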
Mm-Cpn inhibitor – Inhibitors of TCP-1 ring complex (TRiC) of Methanococcus maripaludis (MmCpn): qHTS. Chaperonin Mm-Cpn (Methanococcus maripaludis). purified Mm-Cpn ATPase, ADP Transcreener TR-FRET. Potency, µM (series often up to 76.9 µM), without a hit: at the top dose activity, negative = inhibition, usual class: inhibitors. 330,000 tested, 0.031% active; further: potency means the concentration at half of the fitted maximal effect; on the % scale 0 is the no-effect control and ±100 the full control effect; nearly all actives have a fitted effect of over 80% in size
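Eu-cryptate anti-ADP/ADP-d2 competition gives a ratio inversely related to ADP. Enzyme at 25 nM was pre-exposed to compound for 10 min, then given 10 uM ATP for 30 min, 37°C throughout.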
EPAC2 antagonist – qHTS for Antagonist of cAMP-regulated guanine nucleotide exchange factor 2 (EPAC2): primary screen; Rap guanine nucleotide exchange factor 4 (Homo sapiens), Q8WZA2; EPAC2 GEF exchange of Rap1B-BODIPY-GDP, fluorescence; Potency, µM (top dose mostly 114 µM), for inactives: at the highest dose activity, negative = inhibition, actives largely listed as inhibitors; 360,000 tested, 0.18% active; AID 720708, 2013; further: potency means the concentration at half of the fitted maximal effect; on the % scale 0 is the no-effect control and ±100 the full control effect; nearly all actives have a fitted effect of over 45% in size; many of its hits are not listed in these tables
EPAC1 ag – qHTS for Agonist of cAMP-regulated guanine nucleotide exchange factor 3 (EPAC1): primary screen; 360,000 tested, 0.073% active; AID 720707, 2013; Rap guanine nucleotide exchange factor 3 (Homo sapiens), O95398; Potency, µM (doses to about 154 µM), without a hit: at the top dose activation, usual class: activators; EPAC1 agonist qHTS, biochemical assay; response scale: 100% = response to 6.5 mM cAMP; further: potency means the concentration at half of the fitted maximal effect; nearly all actives have a fitted effect of over 60% in size
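Multi-concentration qHTS readout: loss of Rap1B-bound BODIPY-GDP fluorescence driven by 100 nM EPAC1 with excess GDP (50 uM), monitored kinetically at room temperature; agonist response expressed relative to 6.5 mM cAMP.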
CCT chaperon mod – High-Throughput Screening for Modulators of Cytosolic Chaperonin Activity; 360,000 tested, 0.3% active; activity change, % (no concentration beside the values), hits read low; purified chaperonin ATPase assay, HTRF ADP detection, 30 min; in the data active means activity change below about -30%; further: on the % scale 0 is the no-effect control and ±100 the full control effect
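TRiC at 40 or 20 nM final (batch-dependent) in 30 mM Tris pH 7.4, 100 mM KCl, 5 mM MgCl2, 1 mM DTT, with compound at single 76 uM and 10 uM ATP, 30 min at 37 deg C. ADP detected by HTRF Transcreener, 665/615 ratio.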
PLK1 PBD block – qHTS for Inhibitors of PLK1-PDB (polo-like kinase 1 - polo-box domain): Primary Screen; Serine/threonine-protein kinase PLK1 (Homo sapiens), P53350; Plk1 PBD binding of FITC phosphopeptide, fluorescence polarization; Potency, µM, for inactives: max response, negative = inhibition, usual class: inhibitors; 360,000 tested, 2.8% active; AID 720504, 2013; further: potency means the concentration at half of the fitted maximal effect; series mostly up to about 57 µM; on the % scale 0 is the no-effect control and ±100 the full control effect; nearly all actives have a fitted effect of over 65% in size
Target sequence (P53350 whole entry, looked up, the tested form may be a part): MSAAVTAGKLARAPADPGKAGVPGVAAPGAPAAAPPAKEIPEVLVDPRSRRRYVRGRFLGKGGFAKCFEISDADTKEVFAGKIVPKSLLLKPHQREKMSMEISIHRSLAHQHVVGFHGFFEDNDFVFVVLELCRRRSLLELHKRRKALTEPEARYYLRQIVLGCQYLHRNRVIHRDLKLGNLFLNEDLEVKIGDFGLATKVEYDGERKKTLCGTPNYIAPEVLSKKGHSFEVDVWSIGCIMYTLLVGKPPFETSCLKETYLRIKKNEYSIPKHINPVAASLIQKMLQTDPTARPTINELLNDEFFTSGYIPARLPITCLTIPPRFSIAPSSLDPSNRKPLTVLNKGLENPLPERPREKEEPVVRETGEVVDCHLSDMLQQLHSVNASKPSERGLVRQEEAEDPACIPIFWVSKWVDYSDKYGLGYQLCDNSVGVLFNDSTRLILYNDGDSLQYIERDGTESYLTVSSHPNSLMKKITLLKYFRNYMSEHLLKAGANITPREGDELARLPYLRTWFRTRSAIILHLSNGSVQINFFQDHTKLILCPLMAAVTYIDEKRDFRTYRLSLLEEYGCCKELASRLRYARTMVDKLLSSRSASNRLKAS
Numbers without * were called inactive; ? = inconclusive; nt = no result given; [ ] = another dose, or the depositor's remark. Unless noted, the call rests on the fitted dose curve; in most records, active means well fitted curve in the direction sought with a large enough effect; inconclusive means small, poorly fitted or top-dose-only effect, or another doubt; inactive means no such curve, though single readings can be large; an effect the other way counts as inactive or inconclusive.

SMILES	EPAC1 antag	PI5P4K alpha inh	WRN inhibitor	Mm-Cpn inhibitor	EPAC2 antagonist	EPAC1 ag	CCT chaperon mod	PLK1 PBD block
Cc1ccccc1C(=O)NNc1ccc([N+](=O)[O-])cc1	0%	nt	-1%	nt	0%	0%	0.2	-3%
O=C1c2ccccc2C(c2nnnn2-c2ccc3c(c2)OCCO3)N1CCOc1ccccc1 (stereo not drawn)	-24%	-3	-6%	nt	-21%	5%	1.1	-11%
CC(C)n1c(SCC(=O)NC2CC2)nnc1-c1ccco1	-12%	3	10%	3%	17%	-6%	-1.2	0%
CC(C)Cn1c(N)c(C(=O)COC(=O)CN2C(=O)C3CC=CCC3C2=O)c(=O)n(C)c1=O (stereo not drawn)	-4%	-3	3%	-3%	2%	-2%	-0.6	1%
O=C(CN1CCN(c2cnn(-c3ccccc3)c(=O)c2Cl)CC1)NC1CCS(=O)(=O)C1 (stereo not drawn)	3%	-7	2%	-4%	14%	-7%	-9.9	0%
COc1ccc(C(NC(=O)c2ccco2)c2ccc(OC)c(OC)c2)cc1OC	-1%	nt	-13%	1%	9%	-3%	-0.9	1%
COc1cccc(NC(=O)CSc2nnc(-c3cccnc3)o2)c1	-16%	1	-22%	-1%	-17%	-46%[inhibitor]	-1.3	-24%
CCCCS(=O)(=O)N1CCCC(C(=O)NCC2CCCO2)C1 (stereo not drawn)	-24%	-3	-6%	0%	1%	4%	0.5	-4%
COc1ccccc1-c1nc(-c2ccncc2)no1	0%	-2	-2%	0%	7%	-5%	-1.1	2%
O=C(c1ccc(Br)cc1)N1CCCC1	-15%	0	-13%	nt	-2%	2%	1.0	-10%
CCOc1ccc(OCCn2c(=S)[nH]c3ccccc32)cc1	-13%	-6	-14%	0%	-19%	-9%	0.6	13µM*
CCn1cc(C(c2ccccc2)C(C(C)=O)[N+](=O)[O-])c2ccccc21 (stereo not drawn)	-27%	8	-9%	1%	?	1%	-2.0	-3%
Cc1ccnc(NS(=O)(=O)c2ccc(NC(=O)c3cc(-c4ccccc4)nc4ccccc34)cc2)n1	-21%	-26	?	2%	-4%	-28%	-2.7	-13%
COC(=O)N/N=C/c1ccc([N+](=O)[O-])o1	-3%	-14	-7%[57.1 µM]	0%	-11%	15%	0.9	-1%
COc1ccc(Cl)cc1C(=O)NNC1CC(=O)N(Cc2ccc(Cl)cc2)C1=O (stereo not drawn)	-15%	?	-12%[57.1 µM]	2%	-6%	5%	1.0	0%
Cc1cc(=O)oc2cc(OCC(=O)NCc3ccccn3)ccc12	-16%	5	-20%	-1%	-3%	9%	-1.8	-16%
COc1ccc(C2=CC(=O)OC3(CCCC3)O2)cc1	-6%	1	2%	7%	-22%	1%	-3.2	-5%
COc1ccc(C(=O)NC2(C(F)(F)F)C(=O)Nc3c2c(=O)[nH]c(=O)n3CCc2ccc(OC)c(OC)c2)cc1 (stereo not drawn)	-2%	1	0%	-1%	-13%	-8%	-3.7	3%
O=C(NCCN1C(=O)S/C(=C\c2ccc(Cl)c(Cl)c2)C1=O)c1cnccn1	6%	-19	-11%	0%	8%	1%	-0.4	-12%
COc1cccc2cc(C(=O)Nc3cccc(C)n3)c(=O)oc12	4%	4	-6%	2%	-2%	1%	-1.5	-16%
COc1ccccc1OCc1ccc(C(=O)N2CCOCC2)o1	16%	5	4%	-1%	17%	-2%	0.1	0%
C/C(=N\NC(=O)OC(C)(C)C)c1ccccc1Br	1%	-2	-1%	-4%	12%	-8%	0.2	0%
COCCCNC(=O)CC1Oc2ccccc2NC1=O (stereo not drawn)	-21%	-9	11%	0%	-3%	-15%	-0.9	-9%
CCN1C(=O)CC(NC2CCN(C(=O)c3ccc(F)cc3)CC2)C1=O (stereo not drawn)	-13%	1	-15%	3%	7%	19%	-2.2	-5%
COCCCNC(=O)c1c(N)n(/N=C/c2ccccn2)c2nc3ccccc3nc12	-3%	10	-16%	3%	12%	-3%	-3.9	5%
C=CCn1c(CCc2ccccc2)nnc1SCC(N)=O	-6%	1	-8%	-1%	6%	14%	0.5	-2%
CCCCc1nc2cc(C(=O)NC3CCOC(C)(C)C3)ccc2o1 (stereo not drawn)	20%	-2	1%	-1%	1%	-5%	-2.9	-11%
O=C(OCc1cc([N+](=O)[O-])cc2c1OCOC2)c1cccnc1SC(F)F	7%	9	-11%	2%	-8%	-41%[inhibitor]	1.1	-8%
CCOC(=O)c1ccc(-n2c(C)nc3c(cnn3-c3ccc(Cl)cc3)c2=O)cc1	-2%	5	-16%	0%	-3%	-2%	-2.0	-3%
Cc1ccc2[nH]c(C(=O)N3CCN(C(c4ccccc4)c4ccccc4)CC3)cc2c1	3%	6	-17%	-2%	10%	-6%	2.0	-1%
O=C(NCCc1ccccc1)c1cccc2c(-c3cccnc3)coc12	-14%	-20	2%	nt	-22%	-8%	0.0	-14%
CCCNC(=O)Cn1c(=O)n(C)c2ccccc21	-4%	-2	-3%	-1%	6%	0%	-1.6	-4%
Cc1ccc(S(=O)(=O)NC(=O)c2cc(C)n(-c3cc(S(=O)(=O)N4CCOCC4)ccc3N3CCCC3)c2C)cc1	-7%	nt	-11%	-3%	2%	0%	-2.4	30µM*
CCC(C)(C)n1nnnc1C(c1ccc(Cl)cc1)N1CCN(C)CC1 (stereo not drawn)	-6%	-2	-4%	-3%	-8%	12%	2.0	1%
CC1=NN(/C(=N\c2nnc(C)s2)Nc2ccccc2)[C@H](c2ccc(C)cc2)S1	-1%	nt	4%	0%	5%	1%	-0.8	-2%
Cc1ccc(-c2cc(C(F)(F)F)n3nc(C(=O)NCCCn4ccnc4)cc3n2)cc1C	-17%	nt	-2%	-6%	7%	-16%	-2.0	-3%
Cc1ccc(NC(=O)/C(=C\c2cccc(Br)c2)NC(=O)c2ccco2)cc1	1%	nt	-3%	-3%	-8%	-3%	-1.3	-6%
Nc1ncc(-c2ccc(F)cc2)nc1N1CCN(CCO)CC1	-22%	3	-1%	nt	-1%	1%	1.2	-17%
Cc1c(NC(=O)C(C)OC(=O)c2ncc(Cl)c(Cl)c2Cl)c(=O)n(-c2ccccc2)n1C (stereo not drawn)	-5%	-1	4%	-3%	3%	2%	-0.9	1%
O=C(NCCC1=CCCCC1)C(=O)NCC(c1ccco1)N1CCN(c2ccccc2)CC1 (stereo not drawn)	11%	27	-35%[57.1 µM]	1%	3%	-4%	-2.4	6%

Compounds from the list above with a CF3 group:
SMILES	EPAC1 antag	PI5P4K alpha inh	WRN inhibitor	Mm-Cpn inhibitor	EPAC2 antagonist	EPAC1 ag	CCT chaperon mod	PLK1 PBD block
COc1ccc(C(=O)NC2(C(F)(F)F)C(=O)Nc3c2c(=O)[nH]c(=O)n3CCc2ccc(OC)c(OC)c2)cc1 (stereo not drawn)	-2%	1	0%	-1%	-13%	-8%	-3.7	3%
Cc1ccc(-c2cc(C(F)(F)F)n3nc(C(=O)NCCCn4ccnc4)cc3n2)cc1C	-17%	nt	-2%	-6%	7%	-16%	-2.0	-3%

Next section
SMILES	EPAC1 antag	PI5P4K alpha inh	WRN inhibitor	Mm-Cpn inhibitor	EPAC2 antagonist	EPAC1 ag	CCT chaperon mod	PLK1 PBD block
Cc1ccc(-c2nc(CS(=O)(=O)CC(=O)N3CC(C)CC(C)C3)c(C)o2)cc1 (stereo not drawn)	-24%	-5	-4%	-1%	-5%	-11%	-0.6	-26%
O=[N+]([O-])c1ccc(OCc2cnc(Cl)s2)cc1	-9%	-1	2%	2%	-4%	-4%	-1.4	0%
CC(C)c1ccc(OCC(O)CNC(C)c2ccccc2)cc1 (stereo not drawn)	-3%	7	-5%	2%	-7%	-7%	1.7	0%
Cc1cc(-c2ccc(N3CCOCC3)cc2)nc2ccccc12	9%	14	1%	-3%	-16%	-1%	1.5	-2%
CCc1nc(SCc2ccccc2C#N)n[nH]1	-9%	-7	5%	0%	4%	3%	-2.7	-9%
CC(C)Cc1nnc(NC(=O)Cc2ccccc2[N+](=O)[O-])s1	0%	9	-5%	1%	-2%	2%	0.3	?
COc1ccc([N+](=O)[O-])cc1NC(=O)C(C)Sc1ccccc1 (stereo not drawn)	-21%	5	-7%	-1%	-5%	-1%	-2.7	6%
Cc1cc(N2CCN(c3ccccc3Cl)CC2)n2cc(-c3ccccc3)nc2n1	-8%	-8	-17%	2%	-1%	1%	-2.6	-4%
Nc1nc(-c2ccccc2Br)cs1	-15%	2	3%	1%	-4%	-3%	-3.3	-20%
O=C(CN1C(=O)NC2(CCCCC2)C1=O)NCCC1=CCCCC1	0%	nt	-2%	-1%	0%	4%	-1.8	-4%
COc1ccc2c(c1)c(C(=O)CN1CCc3ccccc3C1)c(C)n2C	-10%	-20	-9%	1%	-12%	-4%	-0.9	-11%
COc1ccccc1C(=O)N(CCN(C)C)c1nc2cc(C)cc(C)c2s1	-7%	-6	-4%	4%	-12%	-9%	0.0	-1%
c1csc(CSc2nc3ccccc3s2)c1	6%	nt	78%[activator]	1%	-1%	23%	-8.2	?
OC(CN(Cc1ccccc1)Cc1ccccc1)c1ccccc1 (stereo not drawn)	-11%	17	-29%	nt	?	16%	0.3	-8%
Cc1cc(C)n2c(SCC(=O)Nc3ccc(F)cc3)nnc2n1	-3%	-9	2%	-2%	10%	-2%	1.0	21µM*
CCOC(=O)N1CCN(C(=O)c2ccccc2NC(=O)c2ccc(Br)cc2)CC1	8%	1	-4%	0%	-1%	21%	-1.5	-12%
CCCC(C(=O)NCc1ccco1)N(C(=O)CNS(=O)(=O)c1ccc(Cl)cc1)C1CCCC1 (stereo not drawn)	-3%	-1	-10%	-4%	-3%	-8%	0.1	-2%
COc1ccc(NC(NC(=O)c2cccnc2)C(Cl)(Cl)Cl)cc1 (stereo not drawn)	-1%	-4	1%	-1%	4%	-1%	-2.4	7%

The list is partial; the hit share may differ from the screen's.
